Assay outcomes: PubChem BioAssay, The Scripps Research Institute Molecular Screening Center
ASK1 primary: inhibitors of human ASK1 kinase; AID 1159602; 22,000 tested, 0.99% active; AlphaScreen MKK6 phosphorylation by ASK1, luminescence; Q99683; inhibition, % at 7.44 µM; in the data active = inhibition above about 35%;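 note: 0% = median of compound wells and 100% = no enzyme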
ULK1 inh: human ULK1 kinase inhibition, primary screen; O75385; AlphaScreen Atg13 phosphorylation by ULK1, luminescence; inhibition, % at 5.96 µM; 30,000 tested, 1.9% active; AID 1259251; in the data active = inhibition above about 43%;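 note: 0% = median of compound wells and 100% = no enzyme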
Target sequence (O75385 whole entry, looked up): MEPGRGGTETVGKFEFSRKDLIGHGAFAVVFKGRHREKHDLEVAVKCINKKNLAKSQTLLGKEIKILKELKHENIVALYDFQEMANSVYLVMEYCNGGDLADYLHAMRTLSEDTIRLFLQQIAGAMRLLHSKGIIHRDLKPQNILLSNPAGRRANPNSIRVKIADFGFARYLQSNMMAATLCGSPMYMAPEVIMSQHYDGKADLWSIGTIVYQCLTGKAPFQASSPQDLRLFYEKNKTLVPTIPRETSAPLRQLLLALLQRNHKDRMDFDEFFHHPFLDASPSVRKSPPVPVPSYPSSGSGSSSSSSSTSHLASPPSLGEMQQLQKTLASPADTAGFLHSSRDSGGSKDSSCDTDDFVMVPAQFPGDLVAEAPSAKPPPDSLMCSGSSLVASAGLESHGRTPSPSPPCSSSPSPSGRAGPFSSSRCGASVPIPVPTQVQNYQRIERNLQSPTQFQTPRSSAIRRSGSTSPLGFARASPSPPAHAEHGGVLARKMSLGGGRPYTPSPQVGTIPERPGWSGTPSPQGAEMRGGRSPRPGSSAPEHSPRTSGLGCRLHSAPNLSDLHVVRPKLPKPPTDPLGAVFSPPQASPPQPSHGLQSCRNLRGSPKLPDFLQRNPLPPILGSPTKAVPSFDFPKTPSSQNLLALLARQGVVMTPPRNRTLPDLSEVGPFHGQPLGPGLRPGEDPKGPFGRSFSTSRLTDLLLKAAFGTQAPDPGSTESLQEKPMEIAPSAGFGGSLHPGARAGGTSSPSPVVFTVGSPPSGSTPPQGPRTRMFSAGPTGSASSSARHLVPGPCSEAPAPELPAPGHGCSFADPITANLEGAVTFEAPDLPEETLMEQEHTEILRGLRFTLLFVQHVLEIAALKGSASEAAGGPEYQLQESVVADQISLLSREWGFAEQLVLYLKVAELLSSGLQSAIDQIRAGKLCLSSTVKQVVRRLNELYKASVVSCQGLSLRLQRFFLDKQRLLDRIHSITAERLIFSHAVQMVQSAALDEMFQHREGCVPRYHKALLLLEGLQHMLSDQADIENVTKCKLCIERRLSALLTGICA
An asterisk follows results filed as active; x = no result given; & = joins results of further samples.

(1) COc1cc(Nc2nc(NCc3cccnc3)c3ncn(Cc4ccc(C(F)(F)F)cc4)c3n2)cc(OC)c1OC
(2) Cc1cnc(Nc2cnccn2)nc1NCCN(C(C)C)C(C)C
(3) CCN1\C(=C/C=C/C=C/C=O)Sc2ccccc21
(4) COc1ccc2c(c1)CC(C(=O)Nc1ccc(-c3ccnc(N)n3)cc1SCCN(C)C)CO2 (configuration not stated)
(5) COc1cc(Nc2nc3ncnc(NC4CCN(Cc5ccccc5)CC4)c3[nH]2)cc(OC)c1OC

assay / entry | 1 | 2 | 3 | 4 | 5
ASK1 primary | -11 | -19 | x | 1 | 5
ULK1 inh | -4 | -12 | 42 | 7 | 22

Reformatted: entries from further up.
# | Structure | ASK1 primary | ULK1 inh
3 | CCN1\C(=C/C=C/C=C/C=O)Sc2ccccc21 | x | 42
2 | Cc1cnc(Nc2cnccn2)nc1NCCN(C(C)C)C(C)C | -19 | -12
4 | COc1ccc2c(c1)CC(C(=O)Nc1ccc(-c3ccnc(N)n3)cc1SCCN(C)C)CO2 (configuration not stated) | 1 | 7
1 | COc1cc(Nc2nc(NCc3cccnc3)c3ncn(Cc4ccc(C(F)(F)F)cc4)c3n2)cc(OC)c1OC | -11 | -4
5 | COc1cc(Nc2nc3ncnc(NC4CCN(Cc5ccccc5)CC4)c3[nH]2)cc(OC)c1OC | 5 | 22

(list continues)
(6) Cc1cc(Nc2ccc(N3CCOCC3)cc2)nc(N2CCCC2CO)n1 (configuration not stated)
(7) COc1ccc(CN2CCC(Nc3ccc4[nH]ncc4c3)C2)cc1 (configuration not stated)
(8) Nc1ccc(-c2cn(Cc3ccccc3)cn2)cc1
(9) O=C1CCCN1CCCNc1cc(Nc2ccc(N3CCOCC3)cc2)ncn1
(10) COc1ccc(CCNc2nc(-c3ccc(OC)nc3)nc3c2ncn3-c2ccccc2)cc1

assay / entry | 6 | 7 | 8 | 9 | 10
ASK1 primary | 4 | -17 | x | -8&-13 | -11
ULK1 inh | -5 | 6 | 4 | 7&9 | -6

(11) O=C(Cc1ccncc1)N1CCCNCC1
(12) O=C(O)CCCC(=O)N1CCC(N2CCN(c3ccc(F)cc3)CC2)CC1
(13) COc1cc2nc(Oc3ccccc3)nc(NCCOc3ccccc3)c2cc1OC
(14) COc1ccc(CCNc2nc(-c3ccc(N4CCN(C)CC4)cc3)nc3c2ncn3-c2ccsc2)cc1
(15) CCCNC(=O)Cc1cn(-c2ccc(N3CCOCC3)nn2)c2ccccc12

assay / entry | 11 | 12 | 13 | 14 | 15
ASK1 primary | -19 | x | -3 | 10 | -10
ULK1 inh | -8 | 6 | -5 | -7 | 4

Down the list, as entered above:
Nos. 11 to 15 in ULK1 inh, in turn: -8, 6, -5, -7, 4

Following part:
(16) CCCNc1nc(-c2ccc(C(N)=O)cc2)nc2c1ncn2CCN1CCCC1=O
(17) FC(F)(F)c1ccc(Cn2cnc3c(NCc4nc5ccccc5[nH]4)nc(Nc4cnccn4)nc32)cc1
(18) O=C(NC1CC1)c1ccc(-c2ccc(C(=O)NCc3nc4ccccc4[nH]3)s2)cc1
(19) O=C(O)c1ccc(NC(=S)NC(NC(=O)c2ccco2)C(Cl)(Cl)Cl)cc1 (configuration not stated)
(20) Oc1ccc(CCNc2ncnc3nc(N4CCC(N5CCOCC5)CC4)[nH]c23)cc1

assay / entry | 16 | 17 | 18 | 19 | 20
ASK1 primary | -3 | 4 | 12 | x | -1
ULK1 inh | 1 | 17 | -19 | -5 | 7

(21) CC(C)n1c(-c2cccc(N)c2)nc2c(NCc3ccccc3)ncnc21
(22) COc1cccc(CNC(=O)Nc2ccc(-c3cn[nH]c3)cc2F)c1
(23) CC(C)N(CCNC(=O)Cc1cn(-c2ccc(Oc3ccccc3)nn2)c2ccccc12)C(C)C
(24) CC(C)N(CCNC(=O)C1CCN(c2ccc(NCc3cccnc3)nn2)CC1)C(C)C
(25) COc1c(-c2cnn(C)c2)ccc2cnc(Nc3ccc(-n4cnc(N5CCOCC5)n4)cc3)nc12

assay / entry | 21 | 22 | 23 | 24 | 25
ASK1 primary | -4 | -3 | 17 | -15 | 42*
ULK1 inh | -8 | -11 | 3 | -24 | 83*

As a working copy, some entries already given:
(24) CC(C)N(CCNC(=O)C1CCN(c2ccc(NCc3cccnc3)nn2)CC1)C(C)C
(25) COc1c(-c2cnn(C)c2)ccc2cnc(Nc3ccc(-n4cnc(N5CCOCC5)n4)cc3)nc12

assay / entry | 24 | 25
ASK1 primary | -15 | 42*
ULK1 inh | -24 | 83*

(list continues)
(26) COc1cc2c(cc1OC)CN(CC(=O)O)CC2
(27) Cc1cc2c(NC3CCCN(C(=O)C(O)c4ccc(Cl)cc4)C3)cccc2nn1 (configuration not stated)
(28) Nc1ccnc(Nc2ccc(-n3ccnc3)cc2)n1
(29) COc1ccc2oc(C)c(C(=O)Nc3cccc(Cl)c3)c2c1
(30) COc1ccc(CCNc2nc(OC)nc(-c3ccccc3)n2)cc1

assay / entry | 26 | 27 | 28 | 29 | 30
ASK1 primary | x | -18 | -16 | x | -5
ULK1 inh | -2 | 52* | 2 | 0 | -34

(31) O=C(NC1CC1)c1ccc(-c2cccc(C(=O)NCc3cccnc3)n2)cc1
(32) CCCCN=C(N)N=C(N)N
(33) c1ccc(CNc2nc(Nc3ccccn3)nc3c2ncn3C2CCCCC2)cc1
(34) c1cnc(Nc2nc(NCCN3CCOCC3)c3ncn(C4CCCCC4)c3n2)cn1
(35) Cc1cc2c(C)nc(N/N=C/c3ccccc3)nc2o1

assay / entry | 31 | 32 | 33 | 34 | 35
ASK1 primary | -6 | x | 6 | -9 | x
ULK1 inh | -3 | 1 | 1 | 2 | 3

(36) OCC1CCCN1c1nc(NCc2nc3ccccc3[nH]2)c2ncn(-c3ccsc3)c2n1 (configuration not stated)
(37) Cc1cc(NCCOc2ccccc2)nc(Nc2cnccn2)n1
(38) CC(=O)Nc1ccc(NC(=O)CCCCCCC(=O)Nc2ccc(NC(C)=O)cc2)cc1
(39) c1ccc(CN2CCC(Nc3nc(Nc4ccncn4)nc4c3ncn4-c3ccsc3)CC2)cc1
(40) CC(C)(C)OC(=O)N1CCCC(C(=O)Nc2ccc3[nH]ncc3c2)C1 (configuration not stated)

assay / entry | 36 | 37 | 38 | 39 | 40
ASK1 primary | -11 | -16 | x | 8 | 0
ULK1 inh | -6 | 3 | -9 | 17 | -1

(41) c1ccc(-n2cnc3c(Nc4ccc5c(c4)OCO5)nc(Nc4ccncn4)nc32)cc1
(42) c1ccc(OCCNc2nc(-c3cccs3)nc3c2ncn3-c2ccsc2)cc1
(43) O=C1CCCN1CCn1cnc2c(NCCc3ccc(O)cc3)nc(NCc3cccnc3)nc21
(44) c1ccc(CN2CCC(Nc3nc(Nc4nccc5ccccc45)nc4nc[nH]c34)CC2)cc1
(45) CC(=O)c1cccc(-c2cc(NCc3nc4ccccc4[nH]3)nc(N)n2)c1

assay / entry | 41 | 42 | 43 | 44 | 45
ASK1 primary | -1 | 9 | 0 | 16 | -7
ULK1 inh | -4 | -21 | -4 | -23 | -11

Four of the entries above in order of the ASK1 primary value, ascending.
(45) CC(=O)c1cccc(-c2cc(NCc3nc4ccccc4[nH]3)nc(N)n2)c1
(43) O=C1CCCN1CCn1cnc2c(NCCc3ccc(O)cc3)nc(NCc3cccnc3)nc21
(42) c1ccc(OCCNc2nc(-c3cccs3)nc3c2ncn3-c2ccsc2)cc1
(44) c1ccc(CN2CCC(Nc3nc(Nc4nccc5ccccc45)nc4nc[nH]c34)CC2)cc1

assay / entry | 45 | 43 | 42 | 44
ASK1 primary | -7 | 0 | 9 | 16
ULK1 inh | -11 | -4 | -21 | -23

Additional records follow.
(46) Cn1cc(-c2ccnn2C)c(-c2ccnc(Nc3ccc(N4CCOCC4)cc3)c2)n1
(47) COc1ccc(Nc2nc(NCCc3ccccn3)c3cc(OC)c(OC)cc3n2)cc1
(48) NC(=O)CSc1nc2ccc(N3C(=O)c4cccc([N+](=O)[O-])c4C3=O)cc2s1
(49) CCOc1ccc(NC(=O)c2cccc(-n3ncc4cc(Nc5ccccc5F)ccc43)c2)cc1OC
(50) COc1ccc(CCNC(=O)c2cccc(-c3ccc(N4CCOCC4)nc3)c2)cc1

assay / entry | 46 | 47 | 48 | 49 | 50
ASK1 primary | 7 | -3 | x | -6 | -16
ULK1 inh | 7 | -8 | 16 | -15 | 7

(51) COc1ccc(C(=O)/C(Br)=C\C(=O)O)cc1
(52) FC(F)(F)c1ccc(Cn2cnc3c(NCc4ccccc4)nc(NCc4ccc5c(c4)OCO5)nc32)cc1
(53) CSc1ccc(/C=C(/NC(=O)c2ccccc2)C(=O)NCCO)cc1
(54) Cc1cc(NCCO)nc(-c2c(C)nn(C)c2C)n1
(55) CCNc1nc2ccc(C(=O)Nc3ccc(N4CCOCC4)cc3)cc2s1

assay / entry | 51 | 52 | 53 | 54 | 55
ASK1 primary | x | 23 | x | -7 | 1
ULK1 inh | -10 | -8 | -3 | -3 | 8

(56) CC(C)N(CCNc1nc(-c2ccc(N3CCOCC3)nc2)nc2nc[nH]c12)C(C)C
(57) Cn1nccc1Nc1nc2ccc(C(=O)NCCOc3ccccc3)cc2s1
(58) O=C(Nc1ccc(Oc2ccccc2)cc1)c1cccc(-c2ccc(N3CCOCC3)nc2)c1
(59) Cc1ncn(-c2ccc(Nc3nccc(-c4cc(C#N)cc(NC5CCOCC5)c4)n3)cc2)n1
(60) O=C(NCCOc1ccccc1)C1CCN(c2ccc(Cl)nn2)CC1

assay / entry | 56 | 57 | 58 | 59 | 60
ASK1 primary | -5 | 11 | 10 | 18 | 2
ULK1 inh | -1 | 1 | 0 | 7 | 2

(61) OC1CCN(c2cc(-c3ccccc3)nc(-c3ccccn3)n2)CC1
(62) CC(=O)Nc1ccc(Nc2cc(C)nc(Nc3ccc(C(F)(F)F)cc3)n2)cc1
(63) O=C1CCCN1CCCNc1nc(Nc2ccc(C(F)(F)F)cc2)nc2c1ncn2CCN1CCCC1=O
(64) CCCNC(=O)c1ccc2nc(NCC)sc2c1
(65) COc1ccc(CCNc2nc(Nc3ccncc3)nc3c2ncn3-c2ccsc2)cc1

assay / entry | 61 | 62 | 63 | 64 | 65
ASK1 primary | x | 28 | -7 | -9 | 0
ULK1 inh | -4 | -34 | 4 | -8 | -2

(66) Cc1cc(-c2ccc3nc(C4COc5ccccc5C4)sc3c2)ccn1 (configuration not stated)
(67) COc1ccc2c(c1)N(C[C@H](C)CN(C)C)c1ccccc1S2
(68) CC(=O)c1cccc(-c2nc3ncnc(Nc4ccc(N5CCOCC5)cc4)c3[nH]2)c1
(69) COc1ccc(CCNC(=O)c2ccc(-c3ccc(OC)cc3)s2)cc1
(70) CCN(CC)c1nc(Nc2ccncn2)nc(NC2CCN(Cc3ccccc3)CC2)n1

assay / entry | 66 | 67 | 68 | 69 | 70
ASK1 primary | -2 | x | 22 | -5 | -5
ULK1 inh | -3 | 6 | 29 | 6 | -2

(71) O=C1CCCN1CCCNc1nc(Nc2ccc3ncccc3c2)nc2c1ncn2CCN1CCCC1=O
(72) CC(C)n1cnc2c(NCc3cccnc3)nc(NC3CCN(Cc4ccccc4)CC3)nc21
(73) CC[C@@H](O)C(=O)N1CCCN(S(=O)(=O)c2cccc3cnccc23)CC1
(74) CCCNc1nc(NCCCN2CCCC2=O)nc2c1ncn2-c1ccsc1
(75) c1ccc(-n2cnc3c(NC4CC4)nc(N4CCc5ccccc5C4)nc32)cc1

assay / entry | 71 | 72 | 73 | 74 | 75
ASK1 primary | 1 | 0 | 11 | -32 | 15
ULK1 inh | 10 | 15 | 5 | 9 | -5

(76) COc1cccc2c1C(=O)c1c(O)c3c(c(O)c1C2=O)C[C@@](O)(C(=O)CO)C[C@@H]3O[C@H]1C[C@H](N)[C@@H](O)[C@H](C)O1
(77) CCCNC(=O)c1cnc(Nc2ccc(-n3ccnc3)cc2)s1
(78) CC(C)N(CCNc1nc(Nc2nccc3ccccc23)nc2c1ncn2CCN1CCCC1=O)C(C)C
(79) Fc1ccc(-c2cc(NC3CC3)nc(-c3ccncc3)n2)cc1
(80) O=C(Cc1cn(-c2ccc(Nc3ccc4ncccc4c3)nn2)c2ccccc12)NCCCN1CCCC1=O

assay / entry | 76 | 77 | 78 | 79 | 80
ASK1 primary | x | 3 | 2 | x | 6
ULK1 inh | 26 | 2 | 3 | -16 | 1

(81) C=CCN1CCN(c2c(Cl)cccc2NC(=O)c2ccnc(Br)c2)CC1
(82) CC1CN(CN2C(=O)CCC2=O)CC(C)O1 (configuration not stated)
(83) c1ccc(Nc2ccc(Oc3ccnc(Nc4ccccc4)c3)cn2)cc1
(84) O=C(NCCOc1ccccc1)c1cccc(Nc2ccccn2)c1
(85) COc1ccc(C(=O)c2ccc(C)cc2)c(O)c1

assay / entry | 81 | 82 | 83 | 84 | 85
ASK1 primary | -18 | x | -12 | -3 | x
ULK1 inh | 3 | -1 | -29 | -8 | -26

(86) Oc1ccc(CCNc2ncnc3nc(Nc4cnccn4)[nH]c23)cc1
(87) CN(C)CCCN(C(=O)C1COc2ccccc2O1)c1ccc(-c2cn[nH]c2)cc1C(N)=O (configuration not stated)
(88) COc1ccc(Oc2ncc(-c3ccc(OC)cc3)cn2)cc1
(89) O=C1CCCN1CCCNc1nc2ncnc(Nc3ccccc3)c2[nH]1
(90) Cc1nn(C)c(C)c1-c1nc(NCc2cccnc2)c2ncn(Cc3ccc(C(F)(F)F)cc3)c2n1

assay / entry | 86 | 87 | 88 | 89 | 90
ASK1 primary | 1 | -15 | x | 0 | -7
ULK1 inh | -3 | 0 | -3 | -2 | 19

(91) Nc1nc(NC2CCN(Cc3ccccc3)CC2)cc(N2CCOCC2)n1
(92) C=CCn1c(SCCO)nc2c1c(=O)[nH]c(=O)n2C
(93) CCCCC(=O)Nc1ccccc1-c1nnn(CC(=O)NC2CCCC2)n1
(94) c1cc(-n2cncn2)cc(Nc2ccc(N3CCOCC3)cc2)n1
(95) Cc1ccccc1OCc1nc2ccc(-c3cn[nH]c3)cc2c(=O)[nH]1
(96) COc1cc2nc(Nc3ccccc3)nc(NCc3ccccc3)c2cc1OC

assay / entry | 91 | 92 | 93 | 94 | 95 | 96
ASK1 primary | 6 | x | x | -38 | 14 | -4
ULK1 inh | 9 | -7 | 4 | 15 | -14 | -19
